High-throughput results deposited in PubChem BioAssay by Fisher Drug Discovery Resource Center.
NPYLR7 agonist: mosquito NPYLR7 agonism; HEK293T NPYLR7/Galpha15, GCaMP6s calcium fluorescence; activation, % at 10 µM; hit rate 0.15% among 270,000; in the data active = activation above about 40%;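 also: 0% = vehicle and 100% = reference agonist at the receptor; some compounds past the cut are filed as inactive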
mcGAS lum: mouse cGAS inhibition by luminescence; recombinant cGAS, Kinase-Glo ATP depletion luminescence; inhibition, % at 12.5 µM; hit rate 0.15% among 160,000;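 also: 0% = negative control wells and 100% = reference inhibitor with no enzyme activity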
hcGAS lum: blocks human cGAS activity | Q8N884 | recombinant h-cGAS, ATP depletion, Kinase-Glo luminescence | inhibition, % at 12.5 µM | hit rate 0.081% among 290,000;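 also: 0% = vehicle reaction and 100% = reaction without DNA for no activity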
Target sequence (Q8N884 whole entry, looked up): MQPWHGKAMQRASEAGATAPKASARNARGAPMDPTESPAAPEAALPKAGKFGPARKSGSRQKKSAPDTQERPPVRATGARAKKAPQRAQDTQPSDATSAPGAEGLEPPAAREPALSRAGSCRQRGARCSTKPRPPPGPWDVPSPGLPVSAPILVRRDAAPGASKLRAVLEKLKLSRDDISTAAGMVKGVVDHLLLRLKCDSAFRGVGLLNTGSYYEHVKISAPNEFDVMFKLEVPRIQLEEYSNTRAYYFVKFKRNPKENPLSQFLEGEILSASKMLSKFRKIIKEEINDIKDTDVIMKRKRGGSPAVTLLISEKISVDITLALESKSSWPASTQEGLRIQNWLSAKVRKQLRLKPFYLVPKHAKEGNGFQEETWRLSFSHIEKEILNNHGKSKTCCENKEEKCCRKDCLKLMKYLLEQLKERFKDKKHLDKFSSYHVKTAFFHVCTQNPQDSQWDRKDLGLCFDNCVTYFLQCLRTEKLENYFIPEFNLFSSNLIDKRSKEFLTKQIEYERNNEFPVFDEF
Starred values were filed as active, the others as inactive; nt = no result given. Rule as the data show it, unless noted: active = inhibition above about 40%; inactive = the rest.

SMILES	NPYLR7 agonist	mcGAS lum	hcGAS lum
CC(C)CC(C)NC(=O)c1ccc2nc(-c3ccccc3)c(-c3ccccc3)nc2c1 (configuration not stated)	-16.2	nt	0.2
CC(C)Sc1ncnc2c1nnn2C	-0.7	nt	0.2
Cc1cc(C(=O)COc2ccccc2C(=O)N2CCOCC2)c(C)n1C	1.9	nt	2.7
Cc1cc(C)cc(NCCCn2c(C)cn3c4c(=O)[nH]c(=O)n(C)c4nc23)c1	-16.2	nt	3.4
CCOC(=O)c1c(NC(=O)CN(CC(N)=O)C(C)C)sc2c1CCC(C)C2 (configuration not stated)	10.9	nt	-7.3
CCC1CN(C(=O)C(C)C)CCC1NCc1cnc2cc(C)ccn12 (configuration not stated)	8.4	-7.7	-10.2
CC(Cl)C(=O)N1CCC(CCc2ccc3c(c2)OCO3)CC1 (configuration not stated)	0.7	-7.5	-7.6
CS(=O)(=O)Nc1ccc(NS(C)(=O)=O)c2ccccc12	7.2	nt	-7.1
COc1ccc(Cl)cc1S(=O)(=O)Nc1ccccc1C(=O)NCc1cccc(Cl)c1	1.3	-8.6	-9.0
O=C(Nc1ccc(I)cc1)C1CC(=O)N(CCO)C(=Nc2ccccc2)S1 (configuration not stated)	1.9	-4.1	0.0
CCc1ccc(-c2noc(CSc3n[nH]c(-c4ccc(C)cc4)n3)n2)cc1	-0.1	-4.9	-4.5
Cc1cc(C2=NNC(=NC(C)(C)C)SC2)c(C)n1-c1ccccc1	2.7	nt	1.2
C=CCNc1nnc(SCC(=O)NN=C2CC3CCC2(C)C3(C)C)s1 (configuration not stated)	-0.5	nt	-1.9
Cc1ccc(S(=O)(=O)Nc2ccc(F)cc2C)c(C)c1	1.6	nt	-12.9
CCN(CCN1C(=O)C(C)SC1c1ccc(C)cc1)C(=O)NC(C)C (configuration not stated)	0.9	-7.9	-7.9
CCOc1cccc(-c2ccc(CN3CCOCC3)cn2)c1	-3.5	nt	-1.5
CCN(CC)C(=O)Oc1ccc2c(ccn2Cc2ccc(C(F)(F)F)cc2)c1-c1cc(F)cc(F)c1	33.7	1.4	-0.3
Cc1c(F)cccc1N1C(=O)CSC1c1ccc(NC(=O)c2cccc(Cl)c2)cc1 (configuration not stated)	-1.7	-1.9	1.8
O=CN1CCCN(C(=O)c2ccc(-c3cc(-c4cccc(C(F)(F)F)c4)n[nH]3)cc2)CC1	nt	-6.4	-5.4
CCOCCN1CCN(Cc2nnc(C3CC3)o2)CC1C (configuration not stated)	4.6	nt	-6.5
O=C(Nc1ccc(-c2ccccc2)nn1)c1cscn1	4.4	nt	-3.0
O=C(CC(c1cccc(F)c1)c1cn(Cc2ccccc2)c2ccc([N+](=O)[O-])cc12)N1CCCC1 (configuration not stated)	-0.9	-5.6	-10.3
O=c1cc(CN2CCN(CC(F)(F)F)c3ccccc32)occ1O	-4.7	nt	-8.3
COc1ccc2[nH]c(=O)c(CN3C[C@H](O)[C@@H](N4CCN(C)CC4)C3)cc2c1	-2.7	-14.7	-6.6

3 of the compounds above, in CSV form:
SMILES,NPYLR7 agonist,mcGAS lum,hcGAS lum
Cc1ccc(S(=O)(=O)Nc2ccc(F)cc2C)c(C)c1,1.6,nt,-12.9
CCN(CCN1C(=O)C(C)SC1c1ccc(C)cc1)C(=O)NC(C)C (configuration not stated),0.9,-7.9,-7.9
CCOc1cccc(-c2ccc(CN3CCOCC3)cn2)c1,-3.5,nt,-1.5

Gathered by group, the entries above with an aryl thioether with sulfur outside any ring
SMILES	NPYLR7 agonist	mcGAS lum	hcGAS lum
CC(C)Sc1ncnc2c1nnn2C	-0.7	nt	0.2
CCc1ccc(-c2noc(CSc3n[nH]c(-c4ccc(C)cc4)n3)n2)cc1	-0.1	-4.9	-4.5
C=CCNc1nnc(SCC(=O)NN=C2CC3CCC2(C)C3(C)C)s1 (configuration not stated)	-0.5	nt	-1.9

(more compounds)
SMILES	NPYLR7 agonist	mcGAS lum	hcGAS lum
C=CCn1cc(CN(C)Cc2cnn(-c3cccc(C)c3)c2)c(C)n1	-2.8	nt	-9.1
Cc1cc(CS(=O)(=O)Cc2ccccc2Cl)no1	1.4	nt	-6.9
CCCCCN(CC(=O)N(CCc1ccc(OC)c(OC)c1)Cc1ccc(C)o1)S(=O)(=O)c1ccccc1	0.6	-3.0	1.7
CCC(NC(=O)CNC(=O)c1cccs1)c1ccc(Cl)cc1 (configuration not stated)	1.0	nt	-4.6
CCCn1c(=O)c(C(=O)O)nn(-c2ccc(C)cc2)c1=O	22.6	nt	-3.2
C=CCCC(=O)Nc1c(-c2cccc(F)c2)cn(C)c1C(=O)OCC	0.1	-7.2	-5.6
N#Cc1c(NC(=O)COC(=O)CC23CC4CC(CC(Br)(C4)C2)C3)sc2c1CCCC2	4.4	nt	-3.7
CCOC(=O)CN(C)C(=O)C1(N2CCCCC2)Cc2ccccc2C1	-2.3	nt	-0.8
CNC(=S)NN=Cc1sc(N2CCCCC2)nc1-c1cccs1	0.3	-4.4	-1.2
COCCNS(=O)(=O)c1ccc(OC)c(N2CCN(S(=O)(=O)c3ccc(OC)c(OC)c3)CC2)c1	26.3	-8.8	-7.1
CCn1nc(C(=O)NNC(=O)CSc2ccc(OC)cc2)c2ccccc2c1=O	1.2	nt	-1.1
O=C(Cn1nc(-c2ccccc2)c2sc(N3CCCC3)nc2c1=O)c1ccccc1	-2.9	-10.4	-4.4
COCC(=O)N1C[C@H](C(N)=O)[C@H]2c3ccccc3NC(=O)[C@]21C	-0.4	-6.2	-5.8
CCCn1c(C)c(CC(=O)N(C)Cc2cccnc2)c2c1CC(C)(C)CC2=O	-9.1	nt	4.0
CC(=O)Nc1cc(NC(C)=O)cc(C(=O)OCc2c(F)cccc2Cl)c1	6.4	nt	-8.8
CCN1C(=O)/C(=C/c2ccc(N(C)C)cc2)SC1=S	-3.6	-3.5	-0.7
CCOC(=O)C(c1cc(OC)ccc1OC)C1C=CC(NC(=O)c2ccc([N+](=O)[O-])o2)C1 (configuration not stated)	4.5	-6.1	-4.5
O=C(Nc1cnc2n1CCCC2)c1cc2ccccc2o1	23.5	nt	-2.5
CCOc1ccccc1CNC(=O)c1c(C)noc1-c1ccc2c(c1)OCO2	13.0	-7.0	-1.9
CCCCCc1ccc(C(=O)N2CCN(c3nc(C)nc(C)c3Cc3cccc(OC)c3)CC2)cc1	13.7	-5.5	-8.5
Cc1cc(NC(=O)CC2CCCCC2)n(-c2nc3c(cnn3-c3ccc(C)c(C)c3)c(=O)[nH]2)n1	nt	-9.2	-5.9
COc1ccc(Cl)c2sc(N(Cc3ccccc3)C(=O)c3ccnn3C)nc12	nt	-9.6	4.0
CC(C(=O)NCC(C)(C)N1CCOCC1)N(c1ccccc1)S(C)(=O)=O (configuration not stated)	6.2	-15.8	-0.9
CCCC(=O)C1=C(c2ccc(Cl)cc2)N(C(=O)CCC)n2cnnc2S1	4.7	nt	-1.6
CC(C)N(Cc1ccc(C(F)(F)F)nc1)Cc1cnn(C)c1	-1.4	nt	-0.2
COc1ccc(-c2cc(C3CC3)nc(SCC#N)c2C#N)cc1	32.1	-7.2	-4.0
NS(=O)(=O)c1ccc(NN=C2CC3CC=CC23)c([N+](=O)[O-])c1 (configuration not stated)	-6.7	nt	-6.1
CCC(C)(C)NC(=O)COC(=O)c1cc(C)ccc1NC(=O)N(C)C	5.7	-16.3	-5.5
c1nc(NC2CCCCC2)c2c3c(sc2n1)CCC3	11.7	-2.0	-3.6
CC(=O)c1cccc(NC(=O)Cn2nc(C(F)(F)F)c(Cl)c2C)c1	-10.5	2.6	4.4
Clc1ccccc1CN1CCN(N=Cc2cccc(Br)c2)CC1	-5.2	-8.1	-7.8
CCC(Sc1nc2c(c(=O)n1-c1ccc(C)cc1)SCC2)C(=O)OC (configuration not stated)	-2.9	nt	-2.2
Cn1c(=O)c2c(ncn2CCC(=O)O)n(C)c1=O	0.5	nt	-7.6
Cc1ccc(C(=O)ON=C(N)Cc2ccc(Cl)cc2Cl)cc1C	-10.9	nt	-4.1
CCNC(=O)N1CCN(C(C(=O)NCC(C)CC)C2CCCC2)CC1 (configuration not stated)	-3.2	nt	4.2
CN1C(=O)NC(c2ccc(C(F)(F)F)cc2)C2=C1CN(Cc1ccc3c(c1)OCO3)C2=O (configuration not stated)	1.9	-8.3	-7.3
CCCCCCCC(=O)N1CCN(c2cc(Cl)nc(SCC(=O)NCc3cccc(C(F)(F)F)c3)n2)CC1C (configuration not stated)	15.0	-5.2	-3.1
CCCCCNc1nc2c(-c3cccc(C)c3)nnn2c2ccccc12	-7.9	-5.0	-5.1
CCN(CC)C(=O)CSc1nc(N)c(NC(=O)c2ccc(F)cc2)c(=O)[nH]1	-2.9	-6.8	-4.1
Cc1cccc2c(=O)[nH]c(CN(C)C(C)c3ccccc3)nc12 (configuration not stated)	-11.6	nt	1.0
Cc1ccccc1NC(=O)N1CCC(Cc2ccc(-c3ccccc3)cc2)CC1	2.3	-8.4	-6.6
Cc1ccc(C(=O)NCCc2nnc3ccc(SCc4cccc(Cl)c4)nn23)cc1	14.4	-6.0	-2.2
Cc1nnc(NC(=O)CSc2nnc(CNC(=O)c3ccc(S(=O)(=O)N(C)C)cc3)n2-c2ccccc2)s1	-8.2	nt	-3.6
Cc1ccc(CN(C)C(=O)C2CCN(C(=O)/C=C/c3ccccc3)CC2)c(C)c1	-1.0	-18.4	-10.5
COc1ccc(C=[N+](C)[O-])cc1OC	-1.3	nt	-5.3
Cc1cccc(OCC(=O)N2CCOC(COc3ccc(F)cc3)C2)c1 (configuration not stated)	2.7	-5.3	-2.2
COc1ccc(C(=O)N2CCC(n3c(=O)oc4c(C)cc(C)cc43)CC2)c(OC)c1	1.3	-7.2	-11.7
Cc1cnc2c(Cl)c(C(=O)N3CCN4CCN(C)C(=O)C4C3)nn2c1 (configuration not stated)	5.9	-13.2	1.8
O=C(NCCOc1ccc(-c2ccc(F)cc2)nn1)C1CCCCC1	-2.9	-9.8	-13.9
CN(C)[C@@H]1CCc2[nH]c3ccc(NC(=O)c4ccc(F)cc4)cc3c2C1	-15.3	nt	-4.1
CSCc1noc(CN(C)CC2COCCO2)n1 (configuration not stated)	nt	-6.2	-7.4
O=C(NNC(=O)c1ccc(CS(=O)(=O)c2ccccc2)o1)c1ccccc1	1.1	-0.5	3.5
CCCCSc1ncc(CN2CCC3(CC2)CN(C)CCN3C)cn1	3.2	-9.6	-4.9
CC1=C(C#N)C(c2ccc(N(C)C)cc2)C2=C(CCCC2=O)N1 (configuration not stated)	3.9	-5.8	-2.9
Cc1ccc(O)c(CN2CCC(c3ccnc(-c4cccc(O)c4)c3)C2)n1 (configuration not stated)	-2.4	nt	1.5
N#CC(=Cc1ccco1)C(N)=S	-4.4	nt	5.7
O=C(c1sccc1Cl)N1CCC(n2c(-c3ccccc3)nc3ccc(F)cc32)CC1	2.0	-8.7	-8.0
O=C(Cc1ccccc1)N(Cc1c(-c2ccc(F)cc2)noc1N1CCOCC1)CC1CC1	4.7	-7.7	-9.4
COc1ccc(OCc2cc(C(=O)NCc3cnn(C)c3C)n[nH]2)c(Cl)c1	8.7	nt	-8.6
Cc1cccc(C(=O)Nc2ccc(Nc3ccccc3)cc2)n1	6.2	nt	-5.1

Some of these compounds in order of SMILES length, largest number first.
SMILES	NPYLR7 agonist	mcGAS lum	hcGAS lum
O=C(Cc1ccccc1)N(Cc1c(-c2ccc(F)cc2)noc1N1CCOCC1)CC1CC1	4.7	-7.7	-9.4
CN(C)[C@@H]1CCc2[nH]c3ccc(NC(=O)c4ccc(F)cc4)cc3c2C1	-15.3	nt	-4.1
Cc1cccc(C(=O)Nc2ccc(Nc3ccccc3)cc2)n1	6.2	nt	-5.1

(list continues)
SMILES	NPYLR7 agonist	mcGAS lum	hcGAS lum
O=C(Nc1cccnc1)c1cnn2c1NC(c1ccco1)CC2C(F)(F)F (configuration not stated)	11.4	-5.4	-5.5
Clc1ccc(-c2nn[nH]n2)cc1	12.1	nt	-2.3
Cc1cccn2c(=O)c3cc(C#N)c(=N)n(CCCOC(C)C)c3nc12	0.7	-3.7	-4.7
Cn1ccnc1Sc1nc(-c2ccccn2)nc2scc(-c3ccccc3)c12	0.2	nt	-4.1
CCC(=O)N(Cc1ccco1)Cc1c(-c2ccc(F)cc2)noc1N1CCN(C)CC1	4.8	-7.7	-7.3
CC1CCN(CC2CCCN(C(C(N)=O)c3ccccc3)C2)CC1 (configuration not stated)	-5.2	nt	0.4
Cn1cc(CNCc2ccc3[nH]c4c(c3c2)CCCCCC4)cn1	17.8	nt	-4.1
COc1ccc(S(=O)(=O)N2CCN(Cc3nnnn3-c3ccccc3)CC2)cc1OC	-0.6	-8.6	-4.1
COc1ccc(-c2noc(CN3CCC(N4C[C@@H](C)O[C@@H](C)C4)CC3)n2)cc1	2.7	-5.9	1.2
Cc1cc(C)c2cc(C(=O)N(C)C)[nH]c2c1C	2.0	-16.7	-10.0
COc1cc(C)ccc1Oc1cc(Cl)ncn1	-9.4	nt	-1.2
c1ccc2sc(Cc3nc(-c4ccc5c(c4)OCO5)cs3)nc2c1	0.8	-4.9	-6.1
CCCN1C(=O)C(c2c(C)[nH]n(-c3cccc(Cl)c3)c2=O)=C([n+]2ccccc2)C1=O	-5.2	-1.8	-14.0
CCc1[nH]n(-c2ccc(Cl)cc2)c(=O)c1C1=C([n+]2ccccc2)C(=O)N(CC(C)C)C1=O	11.1	-8.5	-4.9
CC(C)(C)c1ccc(C(O)c2ncc(-c3ccccc3)[nH]2)cc1 (configuration not stated)	1.6	nt	-7.5
COC(=O)[C@@H]1C[C@H](C(=O)NCCn2ccc(C)n2)[C@H](c2ccccc2F)N1C	-2.3	-9.3	1.0
CCSC(=Nc1ccccc1)N1CCOCC1	6.4	nt	0.4
O=C1CC(/C=C/c2ccccc2)Cc2nc(N3CCN(CCO)CC3)ncc21 (configuration not stated)	-8.6	nt	-3.1
